Diaphorase act – diaphorase activation or chemical reduction counter-screen | Diaphorase/resazurin coupled assay, resorufin fluorescence, 16 min; active compounds read high; 1 = vehicle wells, 0 = NADH-free wells | 190,000 compounds, 0.005% hits | activation factor at 20 µM;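 active means diaphorase activity raised at least twofold by the compound at 20 µM; inactive means activation factor below 2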
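test system = bacterial diaphorase enzyme (C. kluyveri) | quantity = enzyme 0.07 U/mL final | reagent = NADH substrate 0.114 mM plus resazurin dye 0.1 mM, final | incubation = 16 min enzyme reaction, ambient temperature | buffer or medium = HEPES pH 7.4 buffer with MgCl2 and Tween 20 | signal = fluorescence of resorufin, 544 nm excitation, 590 nm emission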
PMI act – activators of human phosphomannose isomerase; activation factor at 20 µM; P34949; 190,000 compounds, 0.005% hits; purified human PMI, coupled resazurin fluorescence, 20 min; active compounds read high; 1 = vehicle control, 0 substrate-free wells;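 active means activation factor of 2 or more at 20 µM, relative to plate controls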
Target sequence (P34949 whole entry, looked up): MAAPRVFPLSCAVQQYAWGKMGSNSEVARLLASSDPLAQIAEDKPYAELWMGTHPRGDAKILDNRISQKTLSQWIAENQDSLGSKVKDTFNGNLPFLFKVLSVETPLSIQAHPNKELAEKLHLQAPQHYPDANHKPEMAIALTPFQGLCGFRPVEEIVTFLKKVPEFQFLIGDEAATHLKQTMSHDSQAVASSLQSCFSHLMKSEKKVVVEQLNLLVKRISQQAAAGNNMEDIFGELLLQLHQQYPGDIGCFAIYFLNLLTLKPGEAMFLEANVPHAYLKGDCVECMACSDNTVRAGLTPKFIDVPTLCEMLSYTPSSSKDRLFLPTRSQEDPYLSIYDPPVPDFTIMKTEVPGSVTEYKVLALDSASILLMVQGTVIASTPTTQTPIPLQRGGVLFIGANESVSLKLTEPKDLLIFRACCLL
S1P3 antagonist – antagonists of human S1P3 receptor; Q99500; CHO S1P3 NFAT-BLA reporter, FRET fluorescence, antagonist mode; inhibition, % at 4.98 µM; 170,000 compounds, 0.27% hits; AID 485;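 active means inhibition above the plate cutoff, the mean inhibition of test wells on that plate plus 3 SD, cut at about 28% in these data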;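 further: cells challenged with S1P at its EC80 of 0.8 µM; blue over green emission ratio from cleaved BLA substrate after 4 h stimulation; 0% = S1P-stimulated wells and 100% = unstimulated DMSO-only wells; some compounds past the cut are filed as inactive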
PPARg SRC-3 ag – PPARgamma-driven SRC-3 recruitment agonism. activation, % at 8 µM. P37231. 200,000 compounds, 0.26% hits. biochemical PPARgamma/SRC-3 coactivator recruitment assay. AID 731; in the data active means activation above about 23%;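 further: 0% = DMSO and 100% = reference agonist; some compounds past the cut are filed as inactive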
Target sequence (P37231 whole entry, looked up): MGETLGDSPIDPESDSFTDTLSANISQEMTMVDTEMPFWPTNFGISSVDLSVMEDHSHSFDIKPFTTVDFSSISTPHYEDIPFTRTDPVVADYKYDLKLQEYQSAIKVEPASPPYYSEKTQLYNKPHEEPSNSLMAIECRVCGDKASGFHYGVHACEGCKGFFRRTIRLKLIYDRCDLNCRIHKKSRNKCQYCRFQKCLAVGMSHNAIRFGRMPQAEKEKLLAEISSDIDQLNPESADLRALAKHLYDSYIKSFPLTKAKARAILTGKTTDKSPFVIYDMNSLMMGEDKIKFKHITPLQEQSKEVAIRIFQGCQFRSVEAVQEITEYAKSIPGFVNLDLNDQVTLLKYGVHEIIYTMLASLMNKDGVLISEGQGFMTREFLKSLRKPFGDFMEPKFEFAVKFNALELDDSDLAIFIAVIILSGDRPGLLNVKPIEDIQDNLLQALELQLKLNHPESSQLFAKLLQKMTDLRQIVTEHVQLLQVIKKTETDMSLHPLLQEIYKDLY
G6PDH CS – counter-screen for G6PDH assay hits: L. mesenteroides G6PDH inhibition. 200,000 compounds, 0.12% hits. AID 1020. inhibition, % at 5 µM. Purified L. mesenteroides G6PDH, diaphorase/resazurin coupled fluorescence, 45 min; in the data active means inhibition above about 50%
SRC2 TRFRET art – TR-FRET artefact, counter-screen to PPARgamma/SRC-2 agonist assay | 200,000 compounds, 0.4% hits | TR-FRET ratio at 8 µM | active compounds read high; in the data active means TR-FRET ratio above about 2000; further: inactives centre near 1500; reference of the scale not given here
PMI act satM6P – PMI (human) activation, high substrate; P34949; coupled PMI enzyme assay, resazurin fluorescence, 20 min; active compounds read high; 1 = untreated enzyme, 0 = substrate-free blank; activation factor at 20 µM; 190,000 compounds, 0.34% hits; AID 1216;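 active means activation factor of 2 or more at 20 µM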
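Test system: human phosphomannose isomerase with PGI, G6PDH, diaphorase coupling enzymes; amount: 15 ng/mL PMI; incubation: enzyme reaction with compound 20 min at room temperature; technique: resorufin fluorescence (Ex 544/Em 590 nm) from resazurin via diaphorase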
ROMK primary – human ROMK K+ channel modulation, primary screen | P48048 | Tet-inducible ROMK, thallium flux fluorescence; actives lie on both sides | B-score at 10 µM | 130,000 compounds, 2% hits;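 active means signal ratio slope over the read window, or its plate-corrected B-score, at least 3 SD from the plate mean, either direction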;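 further: B-score of the F/F0 ratio slope over 7 to 12 s after thallium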
Diaph inh CS – inhibits diaphorase or chemically oxidizes, flagging diaphorase assay artifacts; diaphorase resazurin-to-resorufin fluorescence, NADH, 16 min; bacterial (C. kluyveri) enzyme, not human; inhibition, % at 20 µM; 190,000 compounds, 0.69% hits; AID 1217;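 active means primary screen inhibition at 20 µM above a set limit, cut at about 50% in these data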;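 further: plate controls were DMSO with full reaction for no effect and wells lacking NADH for full effect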
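Test system: diaphorase enzyme from Clostridium kluyveri; amount: diaphorase at 0.14 U/mL in enzyme working solution; detection: fluorescence of resorufin formed from resazurin, Ex 544/Em 590 nm; times: reaction incubation of 16 min at room temperature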
PPARg SRC-1 ag – agonists of human PPARgamma SRC-1 coactivator recruitment; P37231; activation, % at 8 µM; 200,000 compounds, 0.41% hits; AID 631; PPARgamma-SRC-1 coactivator recruitment biochemical assay; in the data active means activation above about 19%;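 further: 0% = DMSO and 100% = reference agonist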
PPARg SRC2 recr – promotes SRC-2 coactivator recruitment by human PPARgamma. P37231. PPARgamma LBD-SRC-2 recruitment, biochemical. activation, % at 8 µM. 200,000 compounds, 0.34% hits; in the data active means activation above about 22%;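 further: 0% = vehicle and 100% = reference agonist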
Numbers without * were called inactive; . = no result given.

SMILES	Diaphorase act	PMI act	S1P3 antagonist	PPARg SRC-3 ag	G6PDH CS	SRC2 TRFRET art	PMI act satM6P	ROMK primary	Diaph inh CS	PPARg SRC-1 ag	PPARg SRC2 recr
Cc1nnc2sc(-c3ccc(NC(=O)c4ccc(-c5ccc(Cl)cc5Cl)o4)cc3)nn12	.	.	-1	-1	.	1494	.	.	.	19*	-9
Cn1c(=O)c2cn(-c3ccc4c(c3)OCCO4)cc2n(C)c1=O	0.9	0.9	-3	5	7	1415	1	.	14	2	3
CC1(c2ccc(Cl)cc2)NC(=O)CS1 (stereo not given)	.	.	-13	4	12	1646	.	-0.3	.	0	3
COc1cc(/C=C2\C(=O)N(CCC#N)N=C2C)ccc1OCC(=O)Nc1ccccc1	0.8	0.7	-14	5	3	1527	0.7	0.15	18	0	-3
Cc1ccc(-c2ccc(SCC(=O)c3ccccc3)nn2)cc1	0.9	1.1	-16	-3	-22	1674	1.1	.	10	1	1
CC1CN(CCC(=O)Nc2ccc3c(c2)CCC3)CC(C)O1 (stereo not given)	0.9	1.1	.	3	4	1548	1	-0.35	8	-6	5
CC1(C)C2([N+](=O)[O-])CN3CC1([N+](=O)[O-])CN(C2)C3c1ccccc1 (stereo not given)	0.9	0.9	.	-2	2	1633	1	0.0054	7	9	9
Cc1scc(C(=O)NNC(=S)NCC2CCCO2)c1C (stereo not given)	0.9	1	.	4	8	1491	1	.	5	4	-3
CCCCOC(=O)c1ccc(NC(=O)Nc2ccc(OC)c(OC)c2)cc1	0.8	1	.	2	-2	1514	1	-0.22	19	-3	2
Cc1ccc(C)c(NS(=O)(=O)c2cc(C(=O)NCc3ccccn3)ccc2Cl)c1	0.9	0.9	.	12	3	1510	1	.	10	-13	-8
Cc1cc(C(=O)NCCc2ccccc2)ccc1[N+](=O)[O-]	0.9	0.9	.	10	-11	1558	0.9	.	11	0	2
COc1ccc(CCNC(=O)c2csc3c2CCCC3)cc1	1	1	-6	2	12	1612	1	-2.7	4	-2	5
CCC(C(=O)NC1CCCC1)N(C(=O)c1snc(C(N)=O)c1N)c1ccc2c(c1)OCCO2 (stereo not given)	0.8	0.9	-20	4	5	1356	0.9	-1.5	17	4	-1
Cc1ccccc1NC(=O)CN1C(=O)NC(C)(c2ccc3c(c2)OCO3)C1=O (stereo not given)	0.9	1	.	7	-1	1495	1	0.96	8	-2	8
COc1ccc(-n2ccnc2SCC(=O)NCc2ccc(F)cc2)c(OC)c1	1	1	8	-2	8	1675	1.1	-0.22	4	2	-1
COc1cc2c(=O)nc3n(c2cc1OC)C(c1ccccc1)N=C(N)N3 (stereo not given)	1	0.9	-61	-3	-8	1537	1	.	4	3	12
CCCCn1c(=O)c(CCC(=O)OCC(=O)NC(=O)NCCOC)nc2ccccc21	0.9	1.1	-9	2	2	1736	1.1	-0.58	6	0	-3
O=C(CCl)NC(=O)NC12CC3CC(CC(C3)C1)C2	0.9	1.1	3	-1	8	1427	1.1	-0.98	12	4	-12
Cc1ccc(N=C2c3ccccc3C(=O)C2[N+](=O)[O-])cc1C (stereo not given)	0.9	1.3	11	-1	6	1293	1	0.022	12	2	-2
Cc1ccc(C)c2[nH]c(=O)c(CN(CC3CCCO3)C(=O)NC3CCCCC3)cc12 (stereo not given)	1	1	4	-3	2	1530	1	.	3	7	7
NC(=S)n1[nH]c(-c2ccc([N+](=O)[O-])cc2)c(N=Nc2ccc(O)cc2)c1=O	0.8	0.9	.	4	6	1699	1	0.0068	20	0	-5
O=C(COC(=O)c1cncc(Br)c1)NC1CC1	0.8	0.9	.	2	1	1461	0.9	0.48	17	-2	13
CC1CCc2c(sc(/N=C/N(C)C)c2C#N)C1 (stereo not given)	0.9	1	3	4	3	1661	1	-0.49	10	7	-1
COc1ccccc1NC(=O)CCc1nc2ccccc2s1	1	1.1	16	2	7	1547	1.1	-0.22	0	2	4
CC1(C)CC(=O)C(C=NCCCn2ccnc2)=C(O)C1	0.8	0.9	12	10	6	1629	0.9	.	17	5	9
CCn1c(=O)c2cc(C(=O)N3CCCC3)sc2c2ccccc21	0.9	0.8	57*	9	0	1543	1	.	15	6	16
C/C(=N/NC(=O)C1COc2ccccc2O1)c1ccco1 (stereo not given)	1.1	0.9	-6	-3	18	1623	1	.	-6	14	8
CCOc1cc(S(=O)(=O)n2cnc(C)c2)ccc1Cl	1	1	6	7	2	1574	1	-0.098	1	6	6
COc1ccc(-c2cc(Nc3ccccc3NC(=O)C(F)(F)F)n(CCC#N)n2)cc1	1.1	1	-2	-1	-7	1649	1	0.65	-6	-1	6
COc1ccc(CCNC(=O)c2ccc(N3CCCC3=O)cc2)cc1OC	0.9	1	.	7	-17	1510	1	.	7	-8	-9
COP(=O)(OC)c1nc(-c2cccc3ccccc23)oc1N1CCOCC1	0.9	0.8	-5	3	8	1546	0.9	-0.59	10	3	-6
C=CCNC(=O)c1c(N)n(-c2ccc3c(c2)OCO3)c2nc3ccccc3nc12	0.9	0.9	-9	5	3	1536	0.8	.	14	1	15
COC(=O)c1cn(-c2ccc(F)cc2)c(=O)c2ccccc12	0.8	1	-14	-1	4	1449	0.9	-1.8	19	-1	1
O=c1c2[nH]c3ccccc3c2ncn1Cc1ccccn1	0.8	1	-1	-2	-4	1488	1	0.042	18	3	3
O=C(Cn1cnc2ccc(Br)cc2c1=O)c1cccs1	0.8	0.9	.	2	-1	1564	0.9	.	18	8	3
O=C(Cn1cnc2ccccc2c1=O)c1cccs1	1	1	.	15	3	1531	1.1	0.31	3	6	6
O=C(NC1CCCc2ccccc21)c1cccnc1 (stereo not given)	1	1	.	1	2	1535	1	.	-2	3	3
c1ccc(SCc2nc3ccccc3[nH]2)cc1	1	1	.	3	4	1753	0.9	.	5	0	9
COc1ccc(/C=C/C(=O)NC(=S)NNC(=O)Cc2cccs2)cc1	1	1.2	.	-1	6	1568	1.2	-0.51	2	-2	-6
CN(C)c1ccc(/C=N/NC(=O)CCc2c[nH]c3ccccc23)cc1	0.9	1.1	-1	16	-16	1709	1	0.04	6	5	18
CN(C)CCCN=Cc1c(O)n(Cc2ccc3c(c2)OCO3)c(=O)c2ccccc12	1	1	-14	7	-1	1375	0.9	0.32	-1	12	0
Cc1ccc(-c2nc(S(=O)(=O)c3ccc(F)cc3)c(SCC(=O)NCC3CCCO3)o2)cc1 (stereo not given)	1	1	.	4	14	1608	0.9	.	2	8	-1
CCCCCn1c(CN2CCN(c3cccc(Cl)c3)CC2)nc2c1c(=O)[nH]c(=O)n2C	0.7	0.9	8	8	-1	1358	0.9	.	32	-1	-4
COC(=O)C1=C(O)/C(=C\c2ccc(CNC(=O)C(=O)Nc3ccc(C)c(C)c3)o2)N=C1C	0.7	1.3	.	4	2	1603	1.5	.	25	2	3
CN(C)S(=O)(=O)c1ccc(C(=O)NCc2nnc(SCC(=O)Nc3ccc(F)cc3)n2-c2ccc(F)cc2)cc1	0.8	0.8	7	0	14	1544	0.9	-0.49	15	10	-1

Quoted from the listing:
O=C(Cn1cnc2ccc(Br)cc2c1=O)c1cccs1 – Diaph inh CS: 18
CN(C)c1ccc(/C=N/NC(=O)CCc2c[nH]c3ccccc23)cc1 – PPARg SRC-1 ag: 5
O=C(Cn1cnc2ccccc2c1=O)c1cccs1 – PMI act satM6P: 1.1
CCCCCn1c(CN2CCN(c3cccc(Cl)c3)CC2)nc2c1c(=O)[nH]c(=O)n2C – Diaph inh CS: 32
COc1ccc(/C=C/C(=O)NC(=S)NNC(=O)Cc2cccs2)cc1 – G6PDH CS: 6
COP(=O)(OC)c1nc(-c2cccc3ccccc23)oc1N1CCOCC1 – S1P3 antagonist: -5

Reprinted at random: 2 records from the list.
SMILES	Diaphorase act	PMI act	S1P3 antagonist	PPARg SRC-3 ag	G6PDH CS	SRC2 TRFRET art	PMI act satM6P	ROMK primary	Diaph inh CS	PPARg SRC-1 ag	PPARg SRC2 recr
COc1ccc(CCNC(=O)c2ccc(N3CCCC3=O)cc2)cc1OC	0.9	1	.	7	-17	1510	1	.	7	-8	-9
CCCCCn1c(CN2CCN(c3cccc(Cl)c3)CC2)nc2c1c(=O)[nH]c(=O)n2C	0.7	0.9	8	8	-1	1358	0.9	.	32	-1	-4

More records:
SMILES	Diaphorase act	PMI act	S1P3 antagonist	PPARg SRC-3 ag	G6PDH CS	SRC2 TRFRET art	PMI act satM6P	ROMK primary	Diaph inh CS	PPARg SRC-1 ag	PPARg SRC2 recr
O=C(O)CCCCCNC(=O)c1ccccc1Br	0.9	1	.	0	9	1515	0.9	.	10	6	-4
CC(C)(C)c1ccc(C(=O)NCC(=O)N/N=C/c2ccccc2OCC(=O)O)cc1	1	1.2	-5	3	8	1636	1.2	.	4	-2	0
O=C(Nc1cccc(S(=O)(=O)C(F)F)c1)c1ccc(S(=O)(=O)N2CCOCC2)cc1	0.9	0.9	-12	19	-2	1582	1	1.2	10	6	17
O=[N+]([O-])c1cc(C(F)(F)F)ccc1Oc1cccnc1[N+](=O)[O-]	0.8	1	2	3	-1	1618	1	0.018	16	-1	5
Cc1nc2ccc(NC(=O)c3ccc(S(=O)(=O)N(C)c4ccccc4)cc3)cc2s1	0.7	0.8	0	1	13	1431	0.8	-0.42	25	-3	2
COc1ccc(CCNC(=O)C/C(C)=N/NC(=O)C23CC4CC(CC(C4)C2)C3)cc1OC	0.9	0.9	2	-2	-8	1511	1	0.6	8	0	-10
CCOc1ccc(/C=N/N(C)c2ccccc2)cc1OC	0.8	0.8	.	1	-2	1662	0.9	.	23	8	3
COc1ccc(/C=C(/NC(=O)c2ccccc2)C(=O)NC2CCS(=O)(=O)C2)cc1 (stereo not given)	0.9	1	8	6	12	1482	0.9	0.022	9	5	5
COc1ccc(CCNC(=O)c2cnn(-c3ccc(C)c(C)c3)c2NC(=O)c2ccco2)cc1OC	0.8	0.9	-22	-4	-14	1525	0.9	0.051	15	-4	11
COc1ccc(/C=C/CN2CCN(Cc3ccccc3)C(CCO)C2)cc1 (stereo not given)	0.8	1	-18	3	10	1519	1	-1	20	11	6
COCCn1c(=NC(=O)c2cc3ccccc3oc2=O)sc2cc(S(N)(=O)=O)ccc21	0.8	0.8	7	-1	3	1383	1	0.11	20	1	-4
COc1cccc(C=Nc2ccc(C)c(F)c2)c1O	0.9	1	-6	7	4	1649	0.8	0.9	8	1	-7
CCOC(=O)CCc1c(C)nc(SCC(=O)O)c(C#N)c1C	0.8	1.2	9	5	-2	1670	1.3	.	22	6	-1
CCOC(=O)/C=C1\SCC(=O)N1CC(=O)NCc1ccc(OC)c(OC)c1	1	1.1	-11	-2	9	1546	1.1	0.75	0	4	3

Screens: PubChem BioAssay, several laboratories
